Compound activity: PubChem, several laboratories
SRC3 inh: human NCOA3 inhibition | Q9Y6Q9 | HEK293 GAL4-SRC3 luciferase reporter, luminescence | inhibition, % at 3.6 µM | 0.17% of 360,000 active;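 active means inhibition above a per-campaign cutoff, the mean of all compounds plus 3 SD, cut at about 60% in these data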;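 further: 0% = DMSO-treated cells and 100% = gossypol-treated cells at 36 µM; higher means less SRC3-driven luciferase light from the GAL4 reporter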
LRH-1 inv ag: inverse agonists of human LRH-1 (NR5A2); inhibition, % at 3.6 µM; AID 602396; O00482; 0.13% of 360,000 active; HEK293T StAR-luciferase reporter, LRH-1 transfected, 24 h;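 active means inhibition above the mean inhibition of all tested compounds plus 3 SD, cut at about 73% in these data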;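 further: 0% = DMSO wells and 100% = reporter-only cells lacking LRH-1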
EBV LMP1 NFkB: inhibitors of Epstein-Barr LMP1-induced NF-kappaB reporter; LMP1-induced NF-kappaB luciferase reporter cells, luminescence; inhibition, % at 12.5 µM; 0.69% of 350,000 active; AID 504558; in the data active means inhibition above about 41%;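 further: 0% = neutral control wells and 100% = reference inhibitor control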
CF NFkB inh: blocks PAF-induced NF-kB reporter in cystic fibrosis cells. KKLEB NF-kB-GFP reporter, GFP fluorescence overnight. inhibition, % at 5 µM. 0.86% of 360,000 active;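 active means at least 50% inhibition at 5 µM, scaled per plate between neutral and stimulator controls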;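 further: PAF is a Pseudomonas aeruginosa culture filtrate used as stimulus; plate controls were PAF-stimulated DMSO wells for no effect and unstimulated DMSO wells for full effect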
TWEAK Fn14 block: inhibitors of TWEAK-Fn14 interaction signaling; TWEAK-stimulated Fn14 reporter cells, luciferase luminescence, 8 h; inhibition, % at 10 µM; 2% of 360,000 active; in the data active means inhibition above about 50%
TRAIL sens C8: sensitizes caspase-8 expressing cells to TRAIL; NB7+C8 cells + TRAIL, ATPlite viability luminescence; inhibition (viability loss, TRAIL sensitization), % at 10 µM; 1% of 360,000 active;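 active means compounds causing at least 50% loss of cell viability in the single-dose screen, relative to plate controls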
Shn3 inh set2: reduces Shn3 3'UTR luciferase signal in osteoblasts; Clone20 osteoblast Shn3 3'UTR firefly luciferase, 24 h; inhibition, % at 12.5 µM; 0.52% of 360,000 active;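 active means mean inhibition of at least 75% with every replicate also reaching 75%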;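 further: 0% = median of neutral control wells and 100% = pilot-screen positive control compound; some compounds past the cut are filed as inactive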
NCOA1 inh: inhibits human SRC1 coactivator. Q15788. HEK293 GAL4-SRC1 luciferase reporter, luminescence. inhibition, % at 3.6 µM. 0.12% of 360,000 active. AID 588354;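 active means inhibition above the campaign mean plus 3 SD, with each screening campaign given its own cutoff, cut at about 60% in these data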;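 further: 0% = DMSO treated cells and 100% = gossypol at 36 µM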
NR2F2 inh: NR2F2 (human) inhibition, primary screen | P24468 | HEK293T NGFI-A luciferase reporter, luminescence | inhibition, % at 8.6 µM | 0.7% of 370,000 active | AID 686940;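 active means inhibition above a per-plate cutoff, mean inhibition of test wells between control levels plus 3 SD, cut at about 38% in these data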;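 further: cells cotransfected with COUP-TFII expression vector driving the NGFI-A reporter; 0% = median of COUP-TF2 test wells and 100% = reporter-only cells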
TROY NFkB inh: blocks TROY-dependent signaling in reporter cells | Q293 LMP1-TROYcd NF-kB luciferase reporter, 4 h | inhibition, % at 10 µM | 0.98% of 360,000 active | AID 1347056;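 active means compounds whose plate-normalised and pattern-corrected inhibition of the luciferase reporter signal at the single screening dose is 50% or more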
KKLEB cytotox: reduces viability of KKLEB cystic fibrosis airway cells; KKLEB CF airway cells viability, ATPlite luminescence, overnight; stronger effect = lower value; cells stimulated with P. aeruginosa culture filtrate; 0.36% of 360,000 active; activity change (cytotoxicity), % at 5 µM; AID 602141;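 active means corrected activity change at or below -50% at 5 µM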
The depositor's hits bear a star; · = no result given. Not all compounds are listed; count on the stated rates, not on these rows.

nr	SMILES	SRC3 inh	LRH-1 inv ag	EBV LMP1 NFkB	CF NFkB inh	TWEAK Fn14 block	TRAIL sens C8
1	CCOc1ccccc1NC(=O)COC(=O)Cc1ccsc1	10	19	-5	11	0	2
2	O=C(Nc1cccc([N+](=O)[O-])c1)c1cccc(C(=O)Nc2cccc([N+](=O)[O-])c2)c1	-14	-2	2	-14	-6	30
3	CC1(C)CC(=O)C(C=NCCN2CCN(C(=O)NC34CC5CC(CC(C5)C3)C4)CC2)=C(O)C1	-2	10	3	-4	-13	-1
4	CCOC(=O)c1ccccc1NS(=O)(=O)c1c(C)nc2sccn2c1=O	-17	-13	-39	-22	-9	-17
5	COc1cccc(OC)c1NC(=O)CN1CCC(NC(=O)c2cccc(F)c2)CC1	5	-1	5	-1	-13	0
6	Cn1c(Nc2ccccc2)nc2ccccc21	-19	-19	-2	7	13	14
7	O=C(N/N=C/c1cc2c(c([N+](=O)[O-])c1)OCO2)c1ccncc1	-35	-21	0	-2	5	5
8	CCC1(c2ccccc2)NC(=O)N(CC(=O)NC2CCCCCC2)C1=O (stereo not drawn)	5	8	-4	-2	14	2

nr	Shn3 inh set2	NCOA1 inh	NR2F2 inh	TROY NFkB inh	KKLEB cytotox
1	2	-8	0	-16	-21
2	9	4	8	22	-10
3	6	-3	5	-21	7
4	5	1	16	5	-1
5	-13	-8	3	-23	-2
6	71	-4	5	-9	-5
7	-56	-6	9	9	2
8	-15	4	-4	4	7

Further structures.
nr	SMILES	SRC3 inh	LRH-1 inv ag	EBV LMP1 NFkB	CF NFkB inh	TWEAK Fn14 block	TRAIL sens C8
9	Cc1ccc2cccc(O)c2[n+]1[O-]	13	4	-1	-19	1	-13
10	CC(C)(C)c1cc(Cl)ccc1OCCn1ccnc1	7	4	-16	14	-6	-11
11	CC(Sc1ccccc1)C(=O)N/N=C/c1ccccc1 (stereo not drawn)	17	2	-2	-1	-20	-13
12	COCCNCCCCOc1c(Cl)cc(C)cc1Br	22	2	3	-6	-21	17
13	CC1CC(C)CN(CCCNC(=O)c2ccc3c(c2)ncn3C2CCCC2)C1 (stereo not drawn)	-14	-5	-12	-13	-11	-14
14	Cc1cc(C)n(CC(=O)NC2CCCCC2)n1	23	11	3	5	1	5
15	CCOc1ccc(CN(C)C(=O)[C@H](C)NC(=O)c2ccco2)cc1OC	-4	12	-2	-14	32	3
16	CCOC(=O)C1(Cc2cccc(Cl)c2)CCCN(C(=O)c2c(CC)noc2C)C1 (stereo not drawn)	-29	-4	-6	5	-19	-5

nr	Shn3 inh set2	NCOA1 inh	NR2F2 inh	TROY NFkB inh	KKLEB cytotox
9	-2	1	1	-3	6
10	19	-20	-3	-3	-6
11	-28	-12	-1	-20	14
12	0	0	-8	-4	0
13	-26	-8	-23	-28	-11
14	-13	0	-26	9	-15
15	0	2	0	7	-2
16	-39	-10	2	-35	-4

Reprinted from the part before: 5 compounds, followed by the next part.
nr	SMILES	SRC3 inh	LRH-1 inv ag	EBV LMP1 NFkB	CF NFkB inh	TWEAK Fn14 block	TRAIL sens C8
12	COCCNCCCCOc1c(Cl)cc(C)cc1Br	22	2	3	-6	-21	17
13	CC1CC(C)CN(CCCNC(=O)c2ccc3c(c2)ncn3C2CCCC2)C1 (stereo not drawn)	-14	-5	-12	-13	-11	-14
14	Cc1cc(C)n(CC(=O)NC2CCCCC2)n1	23	11	3	5	1	5
15	CCOc1ccc(CN(C)C(=O)[C@H](C)NC(=O)c2ccco2)cc1OC	-4	12	-2	-14	32	3
16	CCOC(=O)C1(Cc2cccc(Cl)c2)CCCN(C(=O)c2c(CC)noc2C)C1 (stereo not drawn)	-29	-4	-6	5	-19	-5
17	CCOC(=O)c1ccc(Nc2nc(C(=O)OCC)nc3ccccc23)cc1	-6	-24	8	2	23	0
18	Cc1ccccc1OCCOC(=O)c1ccc(S(=O)(=O)N2CCCC2)cc1	8	20	3	20	-24	0
19	CCC1(c2ccccc2)NC(=O)N(CC(=O)Nc2ccc(Cl)c(S(=O)(=O)N3CCCCC3)c2)C1=O (stereo not drawn)	13	-9	-2	-10	31	11
20	CCOc1cc(C(=O)CCC(=O)OCC(=O)NC(=O)NCC(C)C)ccc1O	-29	-1	1	7	-13	-4
21	CCOC(=O)CSc1nnc(CNC(=O)c2cccc(C)c2)n1C	8	11	-6	9	5	-9
22	CSc1nc(O)c(C(c2ccc(F)cc2)c2c(O)nc(SC)[nH]c2=O)c(=O)[nH]1	14	3	·	14	-2	-6
23	OCCCNc1ncnc2c1ncn2[C@H]1CN(Cc2ccco2)C[C@@H](CO)O1	0	0	·	1	14	-19
24	Cn1c(N)c(C(=O)CSc2nnc(C3CC3)n2-c2ccccc2)c(=O)[nH]c1=O	9	-3	4	2	-20	-3

nr	Shn3 inh set2	NCOA1 inh	NR2F2 inh	TROY NFkB inh	KKLEB cytotox
12	0	0	-8	-4	0
13	-26	-8	-23	-28	-11
14	-13	0	-26	9	-15
15	0	2	0	7	-2
16	-39	-10	2	-35	-4
17	19	-9	3	7	-2
18	-9	-7	-18	-12	-4
19	-2	13	10	0	-12
20	-4	1	2	0	-31
21	16	-5	-7	16	-7
22	·	-17	0	12	-9
23	-12	3	1	7	-1
24	-4	0	1	7	-1

Following part:
nr	SMILES	SRC3 inh	LRH-1 inv ag	EBV LMP1 NFkB	CF NFkB inh	TWEAK Fn14 block	TRAIL sens C8
25	O=C(CN1CCCCC1)NC(=O)NC1CCCCC1	-1	-20	-11	7	-4	1
26	CCN(CC(=O)Nc1c(F)cccc1F)C(=O)CCSc1ccc(F)cc1	15	2	4	-9	-8	-9
27	COc1ccc(NC(=S)Nc2ccc(S(=O)(=O)N3CCCCC3)cc2)cc1	-24	-13	-8	-20	3	3
28	CCN(C(=O)CSc1nnc(C(C)N(C)C)n1-c1ccc(F)cc1)C1CCS(=O)(=O)C1 (stereo not drawn)	8	-5	12	3	7	-11
29	Cc1ccccc1-c1nc(CS(=O)(=O)CC(=O)NCCCN2CCOCC2)c(C)o1	-11	-5	3	2	-5	10
30	Cc1ccc(S(=O)(=O)ON2C(=O)c3cccc4cccc(c34)C2=O)cc1	10	0	3	-11	-1	1
31	CC1(C(=O)Nc2ccc(Cl)c(Cl)c2)CCN1C(=O)Cc1ccc(-c2ccccc2)cc1 (stereo not drawn)	16	16	·	9	37	10
32	CCCNC(=O)c1ccc(N2CCC3(CC2)CC(c2cccc(Br)c2)=NO3)c(NC(=O)c2cccc(C)c2)c1	-11	18	16	17	-17	2

nr	Shn3 inh set2	NCOA1 inh	NR2F2 inh	TROY NFkB inh	KKLEB cytotox
25	-21	-21	-17	14	-3
26	-50	-7	1	9	-4
27	-4	-26	8	-19	5
28	-20	8	-14	5	-10
29	48	8	20	-13	1
30	-17	-1	-38	24	4
31	58	22	·	19	-18
32	15	-20	9	-15	-8

Other results:
nr	SMILES	SRC3 inh	LRH-1 inv ag	EBV LMP1 NFkB	CF NFkB inh	TWEAK Fn14 block	TRAIL sens C8
33	CCCS(=O)(=O)NC(=O)C1(C)CCN(C(=O)c2ccccc2C(F)(F)F)C1 (stereo not drawn)	4	-4	·	-11	-16	2
34	Fc1ccc(-c2csc(=S)[nH]2)cc1	-27	-35	1	2	-5	1
35	CC1=NN(c2cc(Cl)c(S(=O)(=O)O)cc2Cl)C(=O)C1	2	11	-1	0	31	8
36	CC(C)Cc1nccs1	-5	-8	-3	-1	7	3
37	O=C(Cc1c(F)cccc1Cl)Nc1ccccn1	-3	15	-1	2	2	11
38	Cc1ccccc1OC1CCN(C(=O)c2cc(COc3ccccc3)on2)CC1	3	-4	10	10	-16	-4
39	NS(=O)(=O)c1ccc(NNC(=O)c2ccccc2)cc1	4	2	2	13	5	-18
40	CCc1cc(C(=O)N2CCN(S(=O)(=O)c3ccc(Cl)cc3)CC2)sc1C	18	-16	-1	12	-9	-1

nr	Shn3 inh set2	NCOA1 inh	NR2F2 inh	TROY NFkB inh	KKLEB cytotox
33	0	-11	·	2	0
34	-19	-57	-4	-21	-22
35	-2	-11	-7	-3	12
36	2	2	1	-2	1
37	-57	-6	-5	-21	2
38	8	-29	-16	-25	-11
39	-4	-16	14	-14	0
40	14	-18	13	12	6

Further records.
nr	SMILES	SRC3 inh	LRH-1 inv ag	EBV LMP1 NFkB	CF NFkB inh	TWEAK Fn14 block	TRAIL sens C8
41	Cc1ccc(C)c(S(=O)(=O)N2CCCOC2CNC(=O)C(=O)NCc2cccs2)c1 (stereo not drawn)	6	-6	2	4	14	13
42	CCc1cc(C(=O)OC)c(NC(=O)CSc2nccn2C)s1	-1	-16	6	-36	2	-8
43	Cc1cc(C)c(C#N)c(SCc2ccc([N+](=O)[O-])cc2)n1	1	9	12	6	-37	-30
44	Cc1cccc2cc(CN(Cc3ccco3)S(=O)(=O)c3ccc4c(c3)OCCO4)c(=O)[nH]c12	10	15	1	-9	6	-8
45	CCCC(=O)Nc1ccc(-c2ccc(NC(=O)CCC)cc2)cc1	8	-2	0	-17	7	-4
46	CC(C)[C@H](NC(=O)[C@@H]1Cc2ccccc2CN1C(=O)OC(C)(C)C)C(=O)NCc1ccco1	13	8	-9	-8	-13	7
47	CCOc1ccc(S(=O)(=O)N2CCCC2)cc1	7	-3	0	0	-4	-17

nr	Shn3 inh set2	NCOA1 inh	NR2F2 inh	TROY NFkB inh	KKLEB cytotox
41	13	-1	-16	17	-14
42	-3	-20	14	-20	2
43	-17	-16	2	5	-12
44	3	4	10	-5	0
45	18	-13	13	-7	8
46	-8	8	12	9	10
47	0	-10	2	-22	7
